# Screening data as filed in PubChem BioAssay.
# Mtb BioA inh: inhibitors of Mycobacterium tuberculosis BioA enzyme | purified M. tuberculosis BioA enzyme, plate reader | inhibition, % at 9.99 µM | 0.096% of 360,000 active; in the data active = inhibition above about 40%
# TcdB inh: TcdB glycohydrolase inhibition. TcdB glycohydrolase enzymatic assay, plate reader. inhibition, % at 9.99 µM. 0.24% of 350,000 active. AID 652162; in the data active = inhibition above about 10%
# * hit, by the source's call.
Compound	Mtb BioA inh	TcdB inh
C[C@H](CO)N1C[C@H](C)[C@H](CN(C)Cc2cccc3c2OCCCO3)OCc2cnnn2CCCC1=O	0.3	0.1
Cc1ccc(S(=O)(=O)Nc2cccc3c2O[C@@H](CN(C)S(=O)(=O)c2ccc(C)cc2)[C@@H](C)CN([C@@H](C)CO)C3=O)cc1	0.6	0.9
CCC(=O)N(C)C[C@H]1Oc2cc(C#CCN(C)C)ccc2S(=O)(=O)N([C@@H](C)CO)C[C@@H]1C	-1.5	-2.9
COc1ccc(S(=O)(=O)N(C)C[C@@H]2Oc3ccc(N(C)C)cc3C(=O)N([C@@H](C)CO)C[C@H]2C)cc1	0.4	-1.7
Cc1ccc(S(=O)(=O)N[C@H]2CC[C@H](CCNS(=O)(=O)Cc3ccccc3)O[C@H]2CO)cc1	3.0	-0.8
C[C@H]1CCCCO[C@H](CN(C)C(=O)NC2CCCCC2)[C@@H](C)CN([C@@H](C)CO)C(=O)c2cc(NS(=O)(=O)c3ccccc3)ccc2O1	7.1	1.4
COc1ccccc1NC(=O)N1CCCCN2[C@H](CO)[C@@H](c3ccc(-c4cccc(C#N)c4)cc3)[C@@H]2C1	-2.6	-0.1
CNC[C@H]1Oc2cc(-c3cccnc3)ccc2S(=O)(=O)N([C@@H](C)CO)C[C@@H]1C	-7.2	-0.8
COc1cccc(S(=O)(=O)N2CC[C@@H]3[C@H](CO)Nc4ccc(C#Cc5ccccc5)cc4[C@@H]32)c1	0.4	-6.0
C[C@H]1CN([C@@H](C)CO)C(=O)c2c(c3ccccc3n2C)-c2ccccc2CO[C@@H]1CN(C)C(=O)C1CC1	0.6	-0.2
C[C@@H]1CN([C@@H](C)CO)C(=O)c2cc(C#Cc3ccccc3)cnc2O[C@H]1CN(C)C(=O)CCN1CCCCC1	0.1	1.5
CNC(=O)C[C@@H]1CC[C@H]2[C@H](COc3ccc(NC(=O)Nc4ccccc4OC)cc3C(=O)N2C)O1	-0.4	0.0
C[C@@H]1CCCCO[C@H](CN(C)Cc2ccccc2)[C@H](C)CN([C@H](C)CO)C(=O)c2cc(NC(=O)Nc3ccccc3)ccc2O1	0.6	0.3
CNC[C@H]1OCCCC[C@@H](C)Oc2ccc(NS(=O)(=O)c3ccc(Cl)cc3)cc2C(=O)N([C@H](C)CO)C[C@@H]1C	-1.0	-1.0
CC(C)CN(C[C@@H]1[C@@H](c2ccccc2)[C@H](CO)N1C(=O)C1CCC1)C(=O)C1CC1	-8.9	0.7
C[C@@H]1CN([C@H](C)CO)C(=O)c2cc(NC(=O)C3CCCCC3)ccc2O[C@H]1CN(C)CC1CCCCC1	-1.6	0.4
C[C@@H]1CN([C@H](C)CO)C(=O)c2cc(C#C[C@@H](C)O)cnc2O[C@@H]1CN(C)C(=O)Nc1ccc(C(F)(F)F)cc1	-0.9	4.4
C[C@@H]1CN([C@@H](C)CO)C(=O)c2cc(-c3ccccc3F)cnc2O[C@@H]1CN(C)Cc1ccc(F)cc1	-3.7	-0.4
CC(C)NC(=O)N(C)C[C@@H]1Oc2ccc(NC(=O)Nc3ccc4c(c3)OCO4)cc2CC(=O)N([C@H](C)CO)C[C@@H]1C	-1.3	1.3
O=C(N[C@H]1CC[C@H](CCn2cc(Cc3ccccc3)nn2)O[C@H]1CO)c1ccccn1	-0.2	-1.3
C[C@@H]1CN([C@@H](C)CO)C(=O)c2cc(/C=C/c3ccccc3)cnc2O[C@H]1CN(C)C(=O)Cc1cccnc1	5.6	0.6
CC(=O)N(C)C[C@@H]1[C@@H](c2ccccc2)[C@H](CO)N1C(=O)C1CCC1	-3.4	-2.4
C[C@H](CO)N1C[C@H](C)[C@H](CN(C)C(=O)CN(C)C)Oc2cc(C#Cc3cccnc3)ccc2S1(=O)=O	-4.5	-5.4
COc1ccc(CN(C)C[C@@H]2Oc3ccc(NC(=O)CCCN(C)C)cc3C(=O)N([C@@H](C)CO)C[C@H]2C)cc1	1.1	0.6
C[C@@H]1CN([C@H](C)CO)C(=O)c2cc(NS(=O)(=O)c3cccs3)ccc2O[C@@H](C)CCCCO[C@H]1CN(C)Cc1ccncc1	-0.7	0.3
C[C@H]1CN([C@@H](C)CO)C(=O)CCCn2nncc2CO[C@H]1CN(C)S(=O)(=O)c1ccc(-c2ccccc2)cc1	1.7	-1.4
CCC(=O)N1CCCCN2[C@H](CO)[C@H](c3ccc(C#CCOC)cc3)[C@@H]2C1	-0.3	0.5
C[C@H](CO)N1C[C@H](C)[C@@H](CN(C)Cc2ccccc2)Oc2c(cccc2N(C)C)C1=O	-0.8	0.0
Cc1noc(C)c1NC(=O)Nc1ccc2c(c1)CC(=O)N([C@H](C)CO)C[C@@H](C)[C@@H](CN(C)S(=O)(=O)c1cccs1)O2	-1.4	0.1
Cc1ccccc1S(=O)(=O)N1CC[C@@H]2[C@H]1c1cc(-c3ccccc3)ccc1N[C@@H]2CO	-2.4	0.3
CN1CCN(C(=O)C[C@@H]2CC[C@@H]3[C@H](COC[C@H](O)CN3Cc3cccc(-c4ccncc4)c3)O2)CC1	-2.3	-1.4
COc1cccc(C(=O)Nc2ccc3c(c2)C(=O)N(C)C[C@H](OC)[C@H](C)CN(C(=O)C2CCCC2)[C@@H](C)CO3)c1	-3.2	-0.4
COc1ccccc1CN1[C@@H]2Cn3c(ccc(C4=CCCCC4)c3=O)[C@H]1[C@@H](C(=O)N(C)C)[C@@H]2CO	-0.8	-3.1
COCC(=O)Nc1ccc2c(c1)OC[C@@H](C)N(C(=O)c1ccccc1F)C[C@H](C)[C@H](OC)CN(C)C2=O	-0.6	-0.3
C[C@@H]1CN([C@H](C)CO)C(=O)c2cccc(NC(=O)Nc3ccc(C(F)(F)F)cc3)c2O[C@H]1CN(C)Cc1ccc(C(F)(F)F)cc1	1.7	-0.8
CCCC(=O)Nc1ccc2c(c1)OC[C@@H](C)N(Cc1ccncc1)C[C@H](C)[C@H](OC)CN(C)C2=O	-3.2	-12.7
COc1ccc(NC(=O)N(C)C[C@@H]2OCCCC[C@@H](C)Oc3ccc(NC(=O)NC(C)C)cc3C(=O)N([C@H](C)CO)C[C@@H]2C)cc1	1.0	0.9
CCC(=O)N(C)C[C@H]1Oc2cc(C#Cc3ccncc3)ccc2S(=O)(=O)N([C@@H](C)CO)C[C@H]1C	-1.7	-5.3
CC(C)NC(=O)Nc1ccc2c(c1)C(=O)N(C)[C@H]1CC[C@@H](CC(=O)NCc3ccc(F)cc3)O[C@@H]1CO2	-2.2	2.0
CO[C@H]1CN(C)C(=O)c2cc(NC(C)=O)ccc2OC[C@@H](C)N(C(=O)c2ccccc2)C[C@@H]1C	-1.0	-1.0
C[C@H]1CN([C@@H](C)CO)C(=O)c2cccc(NC(=O)Nc3ccccc3)c2O[C@@H]1CN(C)Cc1ccncc1	-0.8	0.4
CN(C)C(=O)C[C@@H]1C[C@@H]2c3cc(NC(=O)C4CCC4)ccc3O[C@@H]2[C@H](CO)O1	-0.3	1.4
COc1ccc(S(=O)(=O)Nc2ccc3c(c2)C(=O)N([C@H](C)CO)C[C@@H](C)[C@H](CN(C)CC2CCCCC2)O3)cc1	1.0	0.9
C[C@@H]1CN([C@H](C)CO)S(=O)(=O)c2ccc(C#C[C@@H](C)O)cc2O[C@@H]1CN(C)C(=O)C1CCCCC1	-0.4	0.0
COCC(=O)Nc1ccc2c(c1)C(=O)N(C)C[C@@H](OC)[C@H](C)CN(CCC(F)(F)F)[C@@H](C)CO2	-1.2	-1.3
C[C@@H]1CN([C@@H](C)CO)C(=O)c2cc(C#CCc3ccccc3)cnc2O[C@@H]1CN(C)Cc1cccc(F)c1	2.9	-1.2
COc1ccc(S(=O)(=O)Nc2ccc3c(c2)C(=O)N(C)C[C@@H](OC)[C@@H](C)CN[C@H](C)CO3)cc1	-0.7	-0.9
COCC(=O)Nc1ccc2c(c1)OC[C@@H](C)N(Cc1ccccc1F)C[C@H](C)[C@H](OC)CN(C)C2=O	1.5	-0.4
COc1ccc(S(=O)(=O)N[C@@H]2CC[C@@H](CC(=O)NCCc3ccccc3)O[C@@H]2CO)cc1	-1.0	-0.7
C[C@H]1CN([C@@H](C)CO)C(=O)c2cc(-c3cccnc3)cnc2O[C@H]1CN(C)C(=O)c1cccc(F)c1	1.0	0.7
Cc1cc(C(=O)Nc2cccc3c2O[C@@H](CN(C)S(=O)(=O)c2cccs2)[C@@H](C)CN([C@@H](C)CO)C3=O)n(C)n1	-1.3	-2.5
COc1ccc(C#Cc2ccc3c(c2)O[C@H](CN(C)C(=O)NC2CCCCC2)[C@@H](C)CN([C@H](C)CO)S3(=O)=O)cc1	-1.7	-0.5
O=C(C[C@H]1C[C@H]2c3cc(NS(=O)(=O)c4ccc(F)cc4)ccc3O[C@H]2[C@@H](CO)O1)NCc1cccnc1	1.3	0.4
O=C(C[C@@H]1CC[C@H](NC(=O)c2cnccn2)[C@H](CO)O1)NCc1ccccc1F	-0.6	0.8
C[C@H](CO)N1C[C@H](C)[C@@H](CN(C)C(=O)Cc2ccccc2)OCc2ccccc2-c2c(n(C)c3ccccc23)C1=O	1.8	0.6
C[C@H]1CN([C@@H](C)CO)C(=O)Cc2cc(NC(=O)CCN3CCOCC3)ccc2O[C@@H]1CN(C)S(=O)(=O)c1cn(C)cn1	-5.6	-0.8
CCCC#Cc1cnc2c(c1)C(=O)N([C@H](C)CO)C[C@H](C)[C@H](CN(C)C(=O)Nc1cc(F)ccc1F)O2	0.3	1.2
COCC#Cc1ccc2c(c1)O[C@@H](CN(C)S(C)(=O)=O)[C@@H](C)CN([C@H](C)CO)S2(=O)=O	1.6	0.3
CN1C[C@H]2[C@@H](c3ccccc31)[C@H](CO)N2C(=O)Nc1cccc(F)c1	0.1	-0.1
C/C=C/c1cnc2c(c1)C(=O)N([C@H](C)CO)C[C@H](C)[C@@H](CN(C)Cc1cccc(C(=O)O)c1)O2	-0.9	0.9

# Profiles, quoted from the list. Order of screens: Mtb BioA inh, TcdB inh
# `C[C@H]1CN([C@@H](C)CO)C(=O)Cc2cc(NC(=O)CCN3CCOCC3)ccc2O[C@@H]1CN(C)S(=O)(=O)c1cn(C)cn1` across the screens: -5.6, -0.8
# `C[C@@H]1CN([C@H](C)CO)C(=O)c2cccc(NC(=O)Nc3ccc(C(F)(F)F)cc3)c2O[C@H]1CN(C)Cc1ccc(C(F)(F)F)cc1` across the screens: 1.7, -0.8

# An excerpt from above in order of SMILES length, high to low.
Compound	Mtb BioA inh	TcdB inh
C[C@@H]1CN([C@H](C)CO)C(=O)c2cccc(NC(=O)Nc3ccc(C(F)(F)F)cc3)c2O[C@H]1CN(C)Cc1ccc(C(F)(F)F)cc1	1.7	-0.8
C[C@H](CO)N1C[C@H](C)[C@@H](CN(C)C(=O)Cc2ccccc2)OCc2ccccc2-c2c(n(C)c3ccccc23)C1=O	1.8	0.6
C[C@@H]1CN([C@H](C)CO)S(=O)(=O)c2ccc(C#C[C@@H](C)O)cc2O[C@@H]1CN(C)C(=O)C1CCCCC1	-0.4	0.0
C[C@@H]1CN([C@@H](C)CO)C(=O)c2cc(C#CCc3ccccc3)cnc2O[C@@H]1CN(C)Cc1cccc(F)c1	2.9	-1.2
CCCC(=O)Nc1ccc2c(c1)OC[C@@H](C)N(Cc1ccncc1)C[C@H](C)[C@H](OC)CN(C)C2=O	-3.2	-12.7
CN1C[C@H]2[C@@H](c3ccccc31)[C@H](CO)N2C(=O)Nc1cccc(F)c1	0.1	-0.1

# New compounds follow
Compound	Mtb BioA inh	TcdB inh
COc1cccc(-c2ccc3c(c2)O[C@@H](CN(C)Cc2cccnc2)[C@@H](C)CN([C@@H](C)CO)S3(=O)=O)c1	8.5	0.4
C[C@@H]1CN([C@H](C)CO)C(=O)Cc2cc(NS(C)(=O)=O)ccc2O[C@@H]1CN(C)S(=O)(=O)c1ccccc1	-4.1	1.6
O=C(C[C@@H]1CC[C@H]2NC[C@H](O)COC[C@@H]2O1)N1CCc2ccccc2C1	-1.1	-1.9
N#C[C@H]1[C@H](c2ccccc2)[C@H](CO)N1C(=O)C1CCCC1	-0.6	-2.5
C[C@H]1CCCCO[C@H](CN(C)S(=O)(=O)c2cn(C)cn2)[C@@H](C)CN([C@@H](C)CO)C(=O)c2cc(NC(=O)NC3CCCCC3)ccc2O1	0.6	0.7
COCC(=O)Nc1ccc2c(c1)[C@@H]1C[C@H](CC(=O)NCc3ccncc3)O[C@@H](CO)[C@@H]1O2	-1.4	-0.4
COCCNC(=O)C[C@H]1CC[C@H]2[C@H](COc3ccc(NC(=O)Nc4cccc(F)c4)cc3C(=O)N2C)O1	14.1	0.2
C[C@H]1CN([C@@H](C)CO)C(=O)c2cc(C#CCc3ccccc3)cnc2O[C@H]1CN(C)Cc1cccc(C(=O)O)c1	-0.2	-0.9
C[C@@H]1CN([C@H](C)CO)C(=O)c2cc(NC(=O)Nc3ccc(C(F)(F)F)cc3)ccc2O[C@H]1CN(C)Cc1ccc(C(F)(F)F)cc1	-1.8	0.2
O=C(C[C@@H]1CC[C@@H]2[C@H](COC[C@H](O)CN2C(=O)c2ccncc2)O1)NCc1cc(F)cc(F)c1	2.1	-0.3
CC(C)CC#Cc1cnc2c(c1)C(=O)N([C@@H](C)CO)C[C@H](C)[C@@H](CN(C)Cc1ccc(C(=O)O)cc1)O2	-5.3	2.5
C[C@H](CO)N1C[C@H](C)[C@H](CN(C)C(=O)Nc2ccccc2)OCCCC[C@H](C)Oc2ccc(NS(=O)(=O)c3cccs3)cc2C1=O	-1.6	0.6
O=C(c1ccccc1)N1C[C@H]2[C@@H](c3ccccc31)[C@@H](CO)N2C(=O)CN1CCOCC1	0.0	1.3
CO[C@H]1CN(C)C(=O)c2cc(NC(=O)C3CCCCC3)ccc2OC[C@@H](C)N(C(=O)c2ccccc2)C[C@H]1C	0.5	-0.4
CCC(=O)N(C)C[C@H]1Oc2cc(-c3ccc(C#N)cc3)ccc2S(=O)(=O)N([C@@H](C)CO)C[C@H]1C	2.3	-0.4

# The list is partial; the hit share may differ from the screen's.
